Screening results: PubChem BioAssay, The Scripps Research Institute Molecular Screening Center
M1 PAM – potentiates human M1 receptor response to acetylcholine. 360,000 compounds, 0.088% hits. CHO-K1 hM1, Fluo-8 calcium fluorescence, ACh EC20; 0% = ACh EC20, 100% = maximal ACh. activation, % at 3 µM. P11229; in the data active = activation above about 19%, passing the limit was not always enough
Target sequence (P11229 whole entry, looked up): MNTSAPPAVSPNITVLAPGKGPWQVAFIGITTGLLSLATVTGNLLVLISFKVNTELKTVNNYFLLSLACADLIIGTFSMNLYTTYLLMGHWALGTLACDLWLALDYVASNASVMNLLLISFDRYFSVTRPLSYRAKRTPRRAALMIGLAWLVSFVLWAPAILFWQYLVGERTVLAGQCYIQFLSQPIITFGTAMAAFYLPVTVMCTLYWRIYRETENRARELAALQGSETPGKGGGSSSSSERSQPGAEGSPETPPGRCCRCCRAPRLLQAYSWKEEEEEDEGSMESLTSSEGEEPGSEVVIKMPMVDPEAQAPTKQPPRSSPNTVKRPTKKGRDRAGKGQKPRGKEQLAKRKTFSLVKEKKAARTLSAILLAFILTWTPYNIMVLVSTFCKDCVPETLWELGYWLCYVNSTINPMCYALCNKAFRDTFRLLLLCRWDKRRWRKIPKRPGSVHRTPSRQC
CHRM1 agonist – activates human CHRM1 receptor | 360,000 compounds, 0.33% hits | activation, % at 3 µM | AID 588814 | CHO-K1 hM1, Fluo-8 calcium fluorescence, agonist mode; 0% DMSO, 100% acetylcholine EC100 | P11229;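 active = activation above the run's mean compound activation plus 3 SD, cut at about 16% in these data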;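 also: peak over basal fluorescence ratio within a 140 s kinetic read after compound addition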
CHO-K1 Ca antag – nonselective inhibitor or artifact in parental CHO-K1 cells. inhibition, % at 3 µM. 360,000 compounds, 0.6% hits. ATP-induced calcium, Fluo-8 fluorescence;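 active = inhibition above a per-plate cutoff, the plate's mean sample inhibition plus 3 SD, cut at about 24% in these data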;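 also: 0% = DMSO plus EC80 ATP and 100% = DMSO alone without ATP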
CHO-K1 Ca ag – counter-screen for M1 agonists: effect in parental CHO-K1 cells. Fluo-8 calcium fluorescence; scaled to maximal ATP response, vehicle zero. activation, % at 3 µM. 360,000 compounds, 0.48% hits; in the data active = activation above about 15%;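 also: untransfected CHO-K1 host cells lacking M1 receptor as counterscreen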
M1 antag – blocks human M1 muscarinic receptor. 360,000 compounds, 1.3% hits. AID 588852. CHO-K1 hM1, Fluo-8 calcium fluorescence, ACh EC80 antagonist. P11229. inhibition, % at 3 µM;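 active = percent inhibition above its own plate's cutoff, namely the mean of that plate's compound wells plus 3 SD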;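 also: peak over basal fluorescence ratio during 140 s after agonist addition; 0% = ACh EC80 plus DMSO and 100% = DMSO alone without agonist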
CHRM4 antagonist – CHRM4 antagonism in calcium assay; P08173; CHO-hM4 cells, ACh EC80, Fluo-8 calcium fluorescence; inhibition, % at 3 µM; 360,000 compounds, 0.73% hits; AID 624125;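 active = inhibition above its plate's cutoff, the mean inhibition of sample wells plus 3 SD, cut at about 27% in these data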;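 also: 0% = acetylcholine EC80 with DMSO and 100% = DMSO without agonist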
M4 ag – agonists of human muscarinic M4 receptor (CHRM4). AID 624127. 360,000 compounds, 0.14% hits. activation, % at 3 µM. P08173. CHO-K1 hM4/Gqi5, Fluo-8 calcium fluorescence; vehicle 0%, full acetylcholine response 100%;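 active = activation above the run mean over all test wells plus 3 SD, cut at about 32% in these data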;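 also: peak over basal fluorescence ratio per well then scaled between controls; 0% = DMSO wells and 100% = acetylcholine at EC100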
CHO parental Ca – signal in parental CHO cells, OX1R antagonist counter-screen; inhibition, % at 5.6 µM; AID 463079; 330,000 compounds, 0.63% hits; parental CHO-K1, ATP-induced calcium, Fluo-8 fluorescence;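 active = inhibition above that plate's mean sample inhibition plus 3 SD, cut at about 26% in these data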;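 also: 0% = ATP-challenged DMSO wells and 100% = DMSO wells without ATP; some compounds past the cut are filed as inactive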
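test system = CHO parental line | reagent = ATP stimulus | measured by = intracellular calcium via Fluo-8 no-wash fluorescent dye | control set = ATP and no-ATP DMSO wells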
OXTR potentiator – potentiators of human oxytocin receptor. CHO-OTR cells, Fluo-8 calcium fluorescence, potentiator mode; 0% = oxytocin EC15, 100% = EC100. activation, % at 3 µM. P30559. 320,000 compounds, 0.061% hits. AID 2445;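 active = activation above that plate's cutoff, the mean activation of tested compounds plus 3 SD, cut at about 6.6% in these data, passing the limit was not always enough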;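 also: 100% uses oxytocin at 75 nM as the full agonist control; some results filed as inactive read as strong as hits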
Target sequence (P30559 whole entry, looked up): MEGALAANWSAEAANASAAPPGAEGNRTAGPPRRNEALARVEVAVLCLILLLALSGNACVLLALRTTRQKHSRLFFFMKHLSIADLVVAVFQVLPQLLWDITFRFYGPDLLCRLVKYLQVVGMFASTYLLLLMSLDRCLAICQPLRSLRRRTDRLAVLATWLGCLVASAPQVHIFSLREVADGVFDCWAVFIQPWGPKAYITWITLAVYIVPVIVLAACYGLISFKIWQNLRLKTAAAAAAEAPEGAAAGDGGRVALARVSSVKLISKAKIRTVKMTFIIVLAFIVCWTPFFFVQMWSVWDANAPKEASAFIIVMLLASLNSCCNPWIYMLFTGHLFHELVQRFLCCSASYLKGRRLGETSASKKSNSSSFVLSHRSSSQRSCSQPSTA
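System: human OTR in CHO cells; Also added: sub-maximal oxytocin, roughly EC15; Timing: compound 6 min at room temperature before oxytocin, 100 s read; Technique: Fluo-8 intracellular calcium fluorescence, ex 470-495, em 515-575 nm; Controls: oxytocin EC15 low and EC100 high; Replication: singlicate.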
* marks the source's active call; other numbers are inactive results; / = not tested or not shown.

SMILES	M1 PAM	CHRM1 agonist	CHO-K1 Ca antag	CHO-K1 Ca ag	M1 antag	CHRM4 antagonist	M4 ag	CHO parental Ca	OXTR potentiator
COc1cc(NCCCn2cnc3c(OCc4ccccc4)ncnc32)cc(OC)c1OC	9	-5	-16	0.2	-20	-18	2	/	/
Cc1ccc(S(=O)(=O)NC2CC(C)(C)NC(C)(C)C2)cc1	9	-3	-7	-0.2	-12	-9	0	1	-2
COc1ccc(CNC(=O)C[C@H]2C[C@H](C(=O)N3CCCCC3)[C@@]3(C)c4[nH]c5cc(CCC(=O)N(C)C)ccc5c4CCN3C2=O)cc1OC	6	-6	-13	0.5	-11	-14	0	-13	/
CC(=O)NCCc1ccc(S(=O)(=O)Nc2ccc(C)c(S(=O)(=O)N3CCOCC3)c2)cc1	19	0	11	-0.4	-9	4	2	-1	-2
O=C(CSCC(=O)N1CCCCC1)OCC(=O)c1c[nH]c2ccccc12	14	0	-19	0.4	-8	-5	-1	-17	-18
Cc1ccc([N+](=O)[O-])c(NC(=O)COC(=O)CCNS(=O)(=O)c2cccs2)c1C	3	-2	-1	1.2	-8	-11	3	/	/
CCCSc1nc2ccsc2c(=O)n1CC	4	-10	9	0.5	-8	-10	1	-1	1
Cn1cnnc1Sc1ccc(C(=O)NCCC23CC4CC(CC(C4)C2)C3)cc1[N+](=O)[O-]	7	-11	-7	0.3	-7	-7	-1	-23	-4
COC(=O)Cc1ccc(NC(=S)NCc2ccco2)cc1	3	-10	2	-0.1	1	-2	1	-7	-8
Cc1nc2c(c(=O)c3ccccc3n2C)c(=O)n1C1CCCCCC1	2	-5	10	0.0	-3	3	-1	-30	-12
COc1ccc(-c2cc(C(F)(F)F)n3nc(C(=O)NCc4ccco4)cc3n2)cc1	12	-9	10	-0.5	-16	1	0	-14	-2
COc1ccc2c(c1)C(=O)N(c1ccccc1OC)C(=O)C2	5	-5	-14	0.3	-9	-5	0	-12	-1
O=C(O)C1(NS(=O)(=O)c2ccc(Cl)cc2)CCCCC1	9	-4	2	0.3	-10	-7	1	-1	-4
COc1cc(CNCCc2ccccc2)ccc1OCC(=O)NC(C)(C)C	2	-6	-9	2.1	-4	6	1	-12	2
O=P(c1ccccc1)(c1ccccc1)C(O)c1ccc(Br)cc1 (stereo not given)	12	-8	-12	0.7	-17	-19	1	-9	-6
Cc1[nH]c(C)c(S(=O)(=O)N2CCN(c3ccccc3)CC2)c1C(=O)N1CCCCC1	4	-1	-17	0.7	-8	-13	3	-5	6
CC1=C(C(=O)N2CCOCC2)CC(CC(=O)NCCCN(C)C)C(=O)N1CCC1=CCCCC1 (stereo not given)	12	-6	-1	0.6	-6	-8	1	/	/
COc1ccc(N(CC(=O)Nc2ccc(C)cc2C)S(=O)(=O)c2ccccc2[N+](=O)[O-])c(OC)c1	-1	-5	2	2.2	0	-5	5	0	-26
Cc1cc(C(=O)N/N=C/c2cc(N=Nc3ccccc3)ccc2O)n[nH]1	10	-3	-13	0.1	-17	-12	3	-14	0
O=C(CSc1nccc(=O)[nH]1)NCc1ccc2c(c1)OCO2	4	-3	-4	0.5	-1	-3	1	4	-6
C/C=C(\C)CN1CCc2cc(OC)c(OC)cc2C1	-1	-13	-13	-0.1	2	-4	-1	-14	2
CC(C)(C)OC(=O)NCCCC[C@H](NC(=O)c1nc[nH]c1C(=O)NC(c1ccccc1)c1ccccc1)C(=O)OC(C)(C)C	4	0	4	-0.2	3	4	1	-20	-16
Cc1ccc(CS(=O)(=O)CCC(=O)NCc2ccccn2)cc1	4	-3	-2	-0.2	-7	7	0	-8	-6
COc1ccc(C2C(C(C)=O)=C(O)C(=O)N2c2ccc(O)cc2)cc1 (stereo not given)	3	-2	-5	0.2	-3	6	0	1	0
CC(CC(=O)NC(C)c1ccc2c(c1)OCCO2)c1ccccc1 (stereo not given)	3	-10	7	-0.2	-8	2	1	-10	-9
Cc1ccc(S(=O)(=O)N(C)C)cc1-n1c(SCC(=O)Nc2ccccc2)nc2ccccc2c1=O	2	-3	7	1.1	-6	5	4	0	-4
CCCCN(CC)C(=O)c1ccc(Cl)cc1	6	-6	-4	0.1	-9	-8	0	-1	0
CC1CC(C)(C)CC2(C1)NC(=O)N(CC(=O)Nc1cc(C(F)(F)F)ccc1N1CCCCC1)C2=O (stereo not given)	-1	-7	-15	0.6	3	-3	2	/	/
O=C(Nc1ccccc1)c1cccnc1NCCc1ccccc1	-1	-6	-23	0.1	-8	-11	1	-37	-1
COc1cccc(CN(c2ccc3c(c2)CCC3)S(=O)(=O)c2ccc(-n3cnnn3)c(OC)c2)c1	-8	-6	-3	0.8	3	11	1	-8	-8

Compound profiles, from the list above.
COc1cccc(CN(c2ccc3c(c2)CCC3)S(=O)(=O)c2ccc(-n3cnnn3)c(OC)c2)c1 as listed: M1 PAM = -8; CHRM1 agonist = -6; CHO-K1 Ca antag = -3; CHO-K1 Ca ag = 0.8; M1 antag = 3; CHRM4 antagonist = 11; M4 ag = 1; CHO parental Ca = -8; OXTR potentiator = -8
Cc1cc(C(=O)N/N=C/c2cc(N=Nc3ccccc3)ccc2O)n[nH]1 as listed: M1 PAM = 10; CHRM1 agonist = -3; CHO-K1 Ca antag = -13; CHO-K1 Ca ag = 0.1; M1 antag = -17; CHRM4 antagonist = -12; M4 ag = 3; CHO parental Ca = -14; OXTR potentiator = 0

(next part)
SMILES	M1 PAM	CHRM1 agonist	CHO-K1 Ca antag	CHO-K1 Ca ag	M1 antag	CHRM4 antagonist	M4 ag	CHO parental Ca	OXTR potentiator
CN(C)C(=C(C#N)C#N)N1CCN(c2ccc(Cl)c(Cl)c2)CC1	0	1	-7	5.7	-3	1	24	1	-9
COc1ccc(-n2nnnc2Sc2ccc(S(=O)(=O)N3CCOCC3)cn2)cc1	3	-3	-10	0.4	-2	0	1	-3	-8
Cc1c(C)n(C(=O)CN2CCC(C(N)=O)CC2)c2ccccc12	6	1	-6	-0.4	-12	-5	1	-10	-11
Cc1ccc(-c2nc(C(=O)NCC3CCCO3)cc3c2[nH]c2ccccc23)cc1 (stereo not given)	-15	-3	1	5.9	25	14	20	-5	-2
COc1cc(NC(=O)CNc2cccc(S(=O)(=O)N3CCOCC3)c2)cc(OC)c1	3	1	-4	2.4	-9	-4	5	/	/
Cc1ccccc1C(=O)NC(CC(C)C)C(=O)Nc1cccc(S(=O)(=O)N(C)C)c1 (stereo not given)	0	-1	-6	1.2	6	-2	2	-15	-2
CC1(C(=O)NS(=O)(=O)c2ccccc2)CCN1C(=O)CC(c1ccccc1)c1ccccc1 (stereo not given)	7	-2	-10	-0.2	-15	0	1	/	/
O=C(O)c1ccc([N+](=O)[O-])c(CS(=O)(=O)c2ccc(Cl)cc2)c1	7	-5	-3	0.6	-7	-7	1	-6	-4
Cc1ccc(OCCNC(=O)c2ccccc2F)cc1	-2	-3	0	0.3	9	-7	0	-10	-18
O=[N+]([O-])c1cccnc1NCCc1ccccc1	2	-6	-2	-0.5	-6	-2	1	-15	6
O=C(CN1CCN(C(=O)C2CCCO2)CC1)Nc1cc(C(F)(F)F)ccc1Cl (stereo not given)	10	1	-5	1.6	-14	-7	3	6	-14
Cc1ccc(NC(=O)c2ccccc2Cl)c(Cl)c1	4	-7	2	-0.7	-25	2	-1	-18	-6
O=S(=O)(NCCc1ccccc1)c1cccc2cccnc12	9	-11	-11	0.3	3	6	-1	-12	-9
CCOC(=O)Nc1cccc2c1-c1ccc([N+](=O)[O-])cc1C2=O	11	0	-14	0.8	-23	-7	1	/	/
CC(C)(C)NC(=O)c1cccc2c1-c1ccccc1C2=O	1	-5	-11	0.3	3	-10	0	-15	-2
CN(C(=O)COC(=O)c1c2c(nc3ccccc13)CCCC2)c1c(N)n(Cc2ccccc2)c(=O)[nH]c1=O	6	-3	0	-0.1	-7	-2	1	-19	-12
CC[C@H](C)[C@H]1O[C@]2(CC[C@@H]1C)C[C@@H]1C[C@@H](CC=C(C)[C@@H](O[C@H]3C[C@H](OC)[C@@H](O[C@H]4C[C@H](OC)[C@@H](O)[C@H](C)O4)[C@H](C)O3)[C@@H](C)C=CC=C3CO[C@@H]4[C@H](O)C(C)=C[C@@H](C(=O)O1)[C@]34O)O2	-10	-6	-6	-0.7	-9	-3	1	-27	2
O=C(O)c1ccc(CNC(=O)C2CCCN2C(=O)OCc2ccccc2)cc1 (stereo not given)	-1	0	2	0.7	-7	-4	1	/	/
CNC(=O)[C@@]1(Cc2ccccc2)C=C[C@@H](C)N1C(=O)OC	-6	-5	-7	0.2	-5	-12	2	1	0
Cc1ccccc1S(=O)(=O)Cc1ccc(C(=O)N2CC(C)CC(C)C2)o1 (stereo not given)	5	1	-2	1.0	-2	-12	3	-11	-9

As entered above.
M4 ag, Cc1ccc(NC(=O)c2ccccc2Cl)c(Cl)c1 reads -1
CHO parental Ca, CC(C)(C)NC(=O)c1cccc2c1-c1ccccc1C2=O reads -15

Additional results follow:
SMILES	M1 PAM	CHRM1 agonist	CHO-K1 Ca antag	CHO-K1 Ca ag	M1 antag	CHRM4 antagonist	M4 ag	CHO parental Ca	OXTR potentiator
Cn1c2c(c(=O)n(C)c1=O)NC1(N2)C(=O)Nc2ccccc21 (stereo not given)	4	-4	-11	0.1	2	-9	2	-4	-7
COc1ccc(C)cc1NS(=O)(=O)c1cn(C)c(=O)n(C)c1=O	2	-2	-10	0.9	-3	6	0	-5	-1
COC1Cc2ccccc2N(C(=O)N2CCN(CCO)CC2)c2ccccc21 (stereo not given)	-2	-5	-17	0.3	-8	-2	1	-10	-5
COc1cccc(N(C(=O)c2ccco2)C(C(=O)NC2CCCC2)c2ccc(N3CCOCC3)cc2)c1 (stereo not given)	3	-3	-10	0.1	0	-14	1	-20	-7
COc1ccc2c(c1)CC/C(=C/c1ccncc1)C2=O	5	0	-5	7.8	-9	4	12	-5	-9
COc1ccc(NC(=O)CC2SC(N)=NC2=O)c([N+](=O)[O-])c1 (stereo not given)	-8	-5	20	-0.2	12	3	0	-14	-1
O=C(COC(=O)c1ccc(Br)o1)NCC(=O)Nc1ccc(F)cc1	5	-4	8	0.4	1	0	2	-2	3
CC1(C)CC(=O)C(C(=O)/C=C/c2ccco2)C(=O)C1	7	-2	-9	-0.2	-7	0	0	10	-7
CCc1nc(SCC(=O)NCc2ccc(F)cc2)c2c(=O)n(C)c(=O)n(C)c2n1	4	-2	-10	-0.2	-12	-11	0	-10	-1
CCOc1ccc(S(=O)(=O)N(CC)CC(=O)NCc2ccncc2)cc1	6	-1	-9	0.1	4	-6	4	-6	-4
c1ccc(-n2nnnc2Cc2nnnn2-c2ccccc2)cc1	1	-2	-4	0.6	18	12	1	-6	3
COc1ccc2c(c1)c(C(=O)N/N=C/c1cn(C)c3ccccc13)c(C)n2C	7	0	-1	1.4	-9	-5	2	-17	-5
Cc1ccnc2nc(C(=O)NC3=NCCS3)nn12	3	-2	-11	0.3	-19	-21	2	-2	-14
c1ccc2sc(SN3CCOCC3)nc2c1	8	0	-4	-0.1	-14	2	0	5	-15
CC1=CC(C)(C)N2C(=O)C3(C(C#N)=C(N)Oc4cc(C)oc(=O)c43)c3cccc1c32 (stereo not given)	2	0	-9	0.4	-16	12	0	-19	-20
Cc1cc(C)n(-c2nnc(C)c(=O)[nH]2)n1	3	-4	-8	0.4	1	-3	0	8	4
